High-throughput results from PubChem BioAssay.
Cdc42 wt GTP = modulators of GTP binding to wildtype Cdc42, primary screen, biochemical, multiplex bead flow cytometry, Bodipy-GTP; GST-Cdc42 beads; actives lie on both sides; actives 0.2% (n = 190,000); Cell division control protein 42 homolog (Homo sapiens), P60953; percent activity (GTP binding), % at 10 µM;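 active means percent activity GTP binding at least 20 points away from the 100% baseline, either down as inhibitor or up as activator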;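 further: median bead fluorescence of bound Bodipy-FL-GTP at 100 nM; 0% = excess unlabeled GTP control and 100% = no compound control; below 100% means less GTP binding so inhibitor and above means activator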
ABCG2 inh = ABCG2 efflux pump inhibitors, primary screen, multiplex with ABCB1, IgMXP3 cells, flow cytometry | Broad substrate specificity ATP-binding cassette transporter ABCG2 (Homo sapiens), Q9UNQ0 | JC-1 efflux | inhibition, % at 6.6 µM | actives 0.1% (n = 190,000);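 active means inhibition above 80%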;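 further: 0% = DMSO and 100% = nicardipine control wells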
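Test system: ABCG2 IgMXP3 and barcoded ABCB1 CCRF-Adr cell mix; Schedule: cells with compound and JC-1, 10 min at 25 °C, rotating, no wash; Technique: flow cytometry of retained JC-1 fluorescence; Measure: % inhibition of efflux relative to nicardipine and DMSO; Controls: nicardipine high and DMSO low controls.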
GSH bead fluor = compound fluorescence on glutathione beads, profiling panel, artefact control, biophysical, 488/530 nm, flow cytometry; GSH beads flow cytometry, compound fluorescence 488/530 nm; hits give high values; fluorescence (KMESF) at 10 µM; actives 0.25% (n = 190,000); AID 1776, 2009; in the data active means fluorescence above about 89;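 further: glutathione beads carrying GST-tagged Bcl family fusion proteins plus one bare bead set; values are compound well signal with DMSO vehicle wells as background; inactives centre near 16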
HRas wt GTP bind = modulators of GTP binding to HRas wildtype, primary screen, biochemical, bead-based flow cytometry, multiplex | GTPase HRas (Homo sapiens), P01112 | GST-Ras wt beads, Bodipy-FL-GTP binding; actives lie on both sides | GTP binding activity, % at 10 µM | actives 0.14% (n = 190,000) | AID 759, 2007;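 active means GTP binding activity at least 20% away from the 100% baseline, either lowered as inhibitor or raised as activator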;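 further: 0% = unlabeled GTP competition control and 100% = no-compound control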
Rac1 act GTP bind = GTP binding modulators of activated mutant Rac1, primary screen, biochemical, bead-based flow cytometry, multiplex, fluorescent GTP | actives 0.11% (n = 190,000) | percent activity (GTP binding), % at 10 µM | GST-Rac1 activated beads; actives lie on both sides; 100% means binding = to untreated wells | Ras-related C3 botulinum toxin substrate 1 (Homo sapiens), P63000;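 active means GTP binding at least 20 percentage points away from the 100% baseline, in either direction, so actives lie on both sides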
Rac1 wt GTP bind = wildtype Rac1 GTP binding modulators, primary screen, biochemical, GST-Rac1 beads, flow cytometry, multiplex; GTP binding activity (% of control), % at 10 µM; Ras-related C3 botulinum toxin substrate 1 (Homo sapiens), P63000; AID 757, 2007; fluorescent GTP binding; actives lie on both sides; 0 = cold GTP competed, 100 = untreated; actives 0.27% (n = 190,000);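 active means GTP binding activity at least 20 points away from the 100% control level, either lower or higher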
Avidin bead fluor = green autofluorescence of compounds with avidin beads – biophysical, 488/530 nm, flow cytometry, artefact control, profiling panel; compound fluorescence 488/530 nm; hits give high values; fluorescence (KMESF) at 10 µM; actives 0.38% (n = 220,000); in the data active means fluorescence above about 47; further: inactives centre near 10
Rab7 wt modul = modulators of GTP binding to Rab7, primary screen, biochemical, wildtype, multiplex bead flow cytometry; GST-Rab7 beads, fluorescent GTP binding; actives lie on both sides; untreated = 100%, excess cold GTP = 0%; GTP binding activity (percent of control), % at 10 µM; actives 0.055% (n = 190,000); AID 758, 2007;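 active means fluorescent GTP binding to Rab7 beads changed by at least 20 points from the 100% baseline, either direction, mostly lower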;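 further: median green fluorescence of bound Bodipy-FL-GTP per Rab7 bead population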
ABCB1 block = ABCB1 efflux pump inhibitors, primary screen, cell-based, multiplex, flow cytometry, ABCG2 counter-screen | CCRF-Adr cells, JC-1 efflux | inhibition, % at 6.6 µM | actives 0.067% (n = 190,000); in the data active means inhibition above about 40%;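 further: 0% = vehicle and 100% = reference inhibitor; higher value means more JC-1 retained so stronger ABCB1 efflux block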
Target sequence (P08183 whole entry, looked up): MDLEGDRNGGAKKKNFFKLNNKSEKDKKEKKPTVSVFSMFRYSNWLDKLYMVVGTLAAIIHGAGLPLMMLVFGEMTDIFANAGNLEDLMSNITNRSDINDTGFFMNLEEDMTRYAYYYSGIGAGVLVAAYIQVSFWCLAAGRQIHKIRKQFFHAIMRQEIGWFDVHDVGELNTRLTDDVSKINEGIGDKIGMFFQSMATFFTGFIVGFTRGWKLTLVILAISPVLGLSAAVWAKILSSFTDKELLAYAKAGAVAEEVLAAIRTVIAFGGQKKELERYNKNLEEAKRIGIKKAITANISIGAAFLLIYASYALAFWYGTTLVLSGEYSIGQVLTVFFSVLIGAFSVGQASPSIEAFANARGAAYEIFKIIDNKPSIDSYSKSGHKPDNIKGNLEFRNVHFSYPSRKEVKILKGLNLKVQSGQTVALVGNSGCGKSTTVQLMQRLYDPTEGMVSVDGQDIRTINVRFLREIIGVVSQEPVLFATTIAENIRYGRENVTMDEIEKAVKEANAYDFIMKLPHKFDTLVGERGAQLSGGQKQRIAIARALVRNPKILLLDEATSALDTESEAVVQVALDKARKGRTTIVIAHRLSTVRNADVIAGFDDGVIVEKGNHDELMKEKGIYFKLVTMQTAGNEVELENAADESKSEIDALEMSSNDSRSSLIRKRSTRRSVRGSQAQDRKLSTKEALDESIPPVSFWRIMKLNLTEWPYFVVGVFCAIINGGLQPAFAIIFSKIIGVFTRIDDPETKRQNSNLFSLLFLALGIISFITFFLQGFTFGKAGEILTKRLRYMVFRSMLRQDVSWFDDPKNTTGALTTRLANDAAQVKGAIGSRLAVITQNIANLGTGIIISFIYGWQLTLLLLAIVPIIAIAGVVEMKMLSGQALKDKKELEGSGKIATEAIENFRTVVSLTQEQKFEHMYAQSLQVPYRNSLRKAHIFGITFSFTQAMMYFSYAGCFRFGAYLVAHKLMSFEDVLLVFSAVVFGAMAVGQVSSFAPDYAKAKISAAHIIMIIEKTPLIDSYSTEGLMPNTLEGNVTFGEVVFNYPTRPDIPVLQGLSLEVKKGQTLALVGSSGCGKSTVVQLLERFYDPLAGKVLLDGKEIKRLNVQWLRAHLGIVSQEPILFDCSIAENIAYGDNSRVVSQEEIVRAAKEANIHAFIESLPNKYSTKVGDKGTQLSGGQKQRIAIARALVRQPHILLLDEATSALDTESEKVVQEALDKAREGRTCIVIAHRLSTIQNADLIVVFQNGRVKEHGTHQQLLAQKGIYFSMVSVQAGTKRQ
Rab2 wt GTP = modulators of GTP binding to Rab2A wildtype, primary screen, biochemical, dog, bead-based flow cytometry, multiplex | GST-Rab2 wt beads, Bodipy-GTP binding | GTP binding activity, % at 10 µM | actives 0.19% (n = 190,000) | AID 760, 2007;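 active means GTP binding activity at least 20 points away from 100%, either lowered or raised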;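 further: 0% = beads with excess unlabeled GTP and 100% = no-compound control corrected for plate trend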
Pf gametocyte = late stage P. falciparum gametocyte viability inhibitors, primary screen, ATP luminescence, HTS; inhibition, % at 10.9 µM; P. falciparum stage V gametocytes, 24 h; actives 0.065% (n = 150,000);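 active means inhibition above the mean plus 3 SD of compounds within the control limits, set per campaign, cut at about 38% in these data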;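 further: 0% = DMSO wells and 100% = medium only without gametocytes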
* hit, by the source's call; . = not tested or not shown.

SMILES	Cdc42 wt GTP	ABCG2 inh	GSH bead fluor	HRas wt GTP bind	Rac1 act GTP bind	Rac1 wt GTP bind	Avidin bead fluor	Rab7 wt modul	ABCB1 block	Rab2 wt GTP	Pf gametocyte
CCn1c(C)cc(/C=C2/NC(=O)N(c3ccccc3)C2=O)c1C	97	13	15	97	100	94	8	95	0.2	97	8
Cc1nn(-c2ccccc2)c2nc(-c3ccccc3)cc(C(=O)N3CCOCC3)c12	97	3	22	100	97	101	26	105	0.8	103	3
O=C(Nc1ccc2ccccc2c1)[C@@H]1C[C@H]1[C@@H](NP(=O)(c1ccccc1)c1ccccc1)c1ccccc1	104	8	17	103	97	105	10	102	3.5	101	-14
CCC(=O)Oc1ccc2c(C)cc(=O)oc2c1C	98	1	13	97	94	96	37	96	0.1	95	16
CCOC(=O)N/N=C/c1cn(Cc2ccccc2Cl)c2ccccc12	97	31	10	98	98	97	14	95	1.4	97	.
Cc1cc2c(c(=O)n1C)C(C(C)C)C(C#N)=C(N)O2 (stereo not given)	103	2	30	99	99	103	0	100	0.2	102	.
CCOC(=O)c1c(C)[nH]c(C(=O)C(C)Cl)c1C (stereo not given)	97	0	16	96	98	99	4	97	-0.4	96	-29
Cc1ccc(Oc2c(CO)c(-c3ccccc3)nn2C)cc1	99	10	25	101	98	99	11	102	1.6	101	-32
O=C(NCCC1=CCCCC1)C(=O)NCC1OCCCN1S(=O)(=O)c1ccc(F)cc1 (stereo not given)	102	4	22	100	98	99	6	99	0.6	99	.
COc1ccccc1NC1=C(C)C(=O)CC1	100	0	22	101	100	97	16	98	-0.2	102	11
Cc1c(C(=O)N2CCN(c3ccccc3F)CC2)sc2ncn(CC(=O)N3CCOCC3)c(=O)c12	102	0	25	104	99	106	12	107	0.1	104	.
CN1CCN(C(=O)c2cc(-c3cccc(Cl)c3)on2)CC1	100	2	31	102	100	102	12	100	0.0	100	.

Results in Cdc42 wt GTP, GSH bead fluor and Rab2 wt GTP (2 entries from above):
smiles,Cdc42 wt GTP,GSH bead fluor,Rab2 wt GTP
CCOC(=O)N/N=C/c1cn(Cc2ccccc2Cl)c2ccccc12,97,10,97
Cc1cc2c(c(=O)n1C)C(C(C)C)C(C#N)=C(N)O2 (stereo not given),103,30,102

(list continues)
SMILES	Cdc42 wt GTP	ABCG2 inh	GSH bead fluor	HRas wt GTP bind	Rac1 act GTP bind	Rac1 wt GTP bind	Avidin bead fluor	Rab7 wt modul	ABCB1 block	Rab2 wt GTP	Pf gametocyte
O=[n+]1cc(-c2ccccc2)n([O-])c2c1CCCCC2	102	2	15	98	98	102	17	97	1.4	100	.
O=C(CCn1cccc1)NCc1ccc2c(c1)OCO2	104	0	15	104	101	106	7	102	-0.8	104	.
Cc1cccc(N(CC(=O)NCc2ccco2)C(=O)CCC(=O)Nc2ccccn2)c1	98	1	25	98	98	102	37	103	0.2	100	7
CCCCCCCCCCSc1n[nH]c(N)n1	98	23	14	100	97	103	3	101	6.9	102	1
CCN(CC)C(=O)CSc1ccccc1N	102	1	66	100	99	100	4	100	0.3	101	.
COc1cc2nc(NCCCN3CCN(C)CC3)n3nc(-c4ccccc4)nc3c2cc1OC	100	25	24	98	102	104	12	99	4.9	101	.
CCOc1ccc(OCC(=O)Nc2ccc(S(=O)(=O)Nc3cc(C)nc(C)n3)cc2)cc1	102	11	34	99	97	101	14	96	2.0	100	.
Cc1noc(C)c1C(=O)NCCc1ccc(Cl)cc1	99	2	31	100	99	100	6	100	-0.1	98	.
O=C(c1cccc([N+](=O)[O-])c1)N1CCN(Cc2ccc3c(c2)OCO3)CC1	100	4	23	97	96	101	12	101	1.2	96	-6
CCOC(=O)c1csc(NC(=O)c2ccc(C#N)cc2)n1	98	5	16	98	99	101	9	102	0.5	101	3
Cc1cc(C(=O)N2CCOCC2)ccc1[N+](=O)[O-]	98	0	13	98	98	99	8	107	0.2	103	13
COC(=O)CNC(=O)COc1ccccc1	92	2	24	93	96	96	21	96	0.3	97	.
O=C1CN(C(=O)OCc2ccccc2)c2ccccc2N1	99	2	18	100	97	98	34	99	0.4	99	.
CCOC(=O)NC(=O)/C(C#N)=C\NNc1ncc(C(F)(F)F)cc1Cl	91	9	14	95	93	97	16	93	0.4	93	7
COc1cc(OC)c(NC(=S)Nc2cccc(C)c2)cc1Cl	103	6	18	102	100	101	7	102	-0.4	103	.
CC(=O)Nc1ccc(S(=O)(=O)NCC2CCC(C(=O)NC(C)c3ccc4c(c3)OCCO4)CC2)cc1 (stereo not given)	88	1	13	91	95	95	5	93	1.2	92	.
Cc1ccc(NC(=S)Nc2ccc3cn[nH]c3c2)cc1	91	-2	3	96	98	98	2	98	-0.7	94	5
COc1ccccc1N1CCN(c2ccc(N3C(=O)CCC3=O)cc2[N+](=O)[O-])CC1	107	6	16	106	103	105	14	107	1.6	103	-6
Cc1cccc(Cc2nnc(CCC(=O)N(C)Cc3ccncc3C)o2)c1	97	1	11	94	95	95	21	96	0.5	95	16
COC(=O)c1ccc2c(=O)sc(N3CCC(C(N)=O)CC3)nc2c1	105	3	11	102	101	107	35	99	0.3	99	2
CC1=C(C(=O)Nc2ccccc2)C(c2ccc(O)cc2)N2C(=O)CSC2=N1 (stereo not given)	105	4	12	102	100	105	15	101	-0.1	100	.
COc1ccccc1N1C(=O)c2ccccc2NC1c1ccncc1 (stereo not given)	99	3	12	100	96	97	10	102	1.0	98	4
COc1ccc(CCNc2nncc(=O)[nH]2)cc1OC	101	0	19	103	99	99	13	99	0.5	103	3
Cc1csc(NC(=O)Cn2cnnn2)n1	101	0	18	101	98	100	35	104	-0.1	101	1
Cc1ccc(N2C(=O)C3C=NNC3C2=O)cc1 (stereo not given)	92	1	16	97	96	95	5	93	0.9	97	.
COC(=O)c1c(CCl)noc1C(=O)NC(C)C	101	5	21	103	100	109	25	102	0.8	102	11
Cc1oc(-c2cc(F)ccc2F)nc1CN1CCN(C)C(=O)[C@@H]1C	98	3	13	96	100	98	10	90	0.5	96	3
Cc1ccc2c(c1)cc(CN(Cc1ccc3c(c1)OCO3)S(=O)(=O)c1ccccc1)c1nnnn12	99	0	16	98	100	109	5	94	0.1	98	-6
Oc1ccc(-c2csc(Nc3ncccn3)n2)c(O)c1	102	2	10	102	95	97	10	100	0.1	102	0
COc1ccc(Cc2nnc(-c3cccc(C)c3)o2)cc1OC	101	6	25	102	99	107	6	104	2.4	100	.
COc1ccc(OC)c(NC(=O)CCC(=O)N(Cc2ccc(OC)c(OC)c2)c2nccs2)c1	96	11	10	98	95	97	12	101	2.2	100	-3
O=c1[nH]c(NC2CCCCC2)c([N+](=O)[O-])c(=O)[nH]1	97	2	8	98	96	101	5	98	0.1	93	12
COc1ccc(NC(=O)CN2CCN(CC(=O)Nc3ccccc3Cl)CC2)c(OC)c1	101	4	52	101	100	103	7	100	1.1	101	11
Cc1ccc(CNC(=O)c2ccccc2SCC(=O)NCC2CCCCC2)cc1	101	35	12	99	98	104	22	100	1.3	101	-1
c1ccc(N2CCN(c3c4c(nc5ncnn35)CCC4)CC2)cc1	101	1	27	100	99	101	31	98	0.4	98	.
Cc1ccc(N(C(C)C(=O)O)S(=O)(=O)c2c(C)n[nH]c2C)cc1 (stereo not given)	102	4	24	103	100	109	30	105	0.2	99	16

12 structures out of the list, sorted by heavy-atom count, descending.
SMILES	Cdc42 wt GTP	ABCG2 inh	GSH bead fluor	HRas wt GTP bind	Rac1 act GTP bind	Rac1 wt GTP bind	Avidin bead fluor	Rab7 wt modul	ABCB1 block	Rab2 wt GTP	Pf gametocyte
Cc1ccc2c(c1)cc(CN(Cc1ccc3c(c1)OCO3)S(=O)(=O)c1ccccc1)c1nnnn12	99	0	16	98	100	109	5	94	0.1	98	-6
COc1ccc(OC)c(NC(=O)CCC(=O)N(Cc2ccc(OC)c(OC)c2)c2nccs2)c1	96	11	10	98	95	97	12	101	2.2	100	-3
COc1ccc(NC(=O)CN2CCN(CC(=O)Nc3ccccc3Cl)CC2)c(OC)c1	101	4	52	101	100	103	7	100	1.1	101	11
Cc1ccc(CNC(=O)c2ccccc2SCC(=O)NCC2CCCCC2)cc1	101	35	12	99	98	104	22	100	1.3	101	-1
CC1=C(C(=O)Nc2ccccc2)C(c2ccc(O)cc2)N2C(=O)CSC2=N1 (stereo not given)	105	4	12	102	100	105	15	101	-0.1	100	.
COc1ccccc1N1C(=O)c2ccccc2NC1c1ccncc1 (stereo not given)	99	3	12	100	96	97	10	102	1.0	98	4
Cc1oc(-c2cc(F)ccc2F)nc1CN1CCN(C)C(=O)[C@@H]1C	98	3	13	96	100	98	10	90	0.5	96	3
COc1ccc(Cc2nnc(-c3cccc(C)c3)o2)cc1OC	101	6	25	102	99	107	6	104	2.4	100	.
COc1ccc(CCNc2nncc(=O)[nH]2)cc1OC	101	0	19	103	99	99	13	99	0.5	103	3
O=c1[nH]c(NC2CCCCC2)c([N+](=O)[O-])c(=O)[nH]1	97	2	8	98	96	101	5	98	0.1	93	12
Cc1ccc(N2C(=O)C3C=NNC3C2=O)cc1 (stereo not given)	92	1	16	97	96	95	5	93	0.9	97	.
Cc1csc(NC(=O)Cn2cnnn2)n1	101	0	18	101	98	100	35	104	-0.1	101	1

(more compounds)
SMILES	Cdc42 wt GTP	ABCG2 inh	GSH bead fluor	HRas wt GTP bind	Rac1 act GTP bind	Rac1 wt GTP bind	Avidin bead fluor	Rab7 wt modul	ABCB1 block	Rab2 wt GTP	Pf gametocyte
CCN(CC)CCCNC(=O)Cn1ncn2cccc2c1=O	98	0	19	99	99	99	40	95	-0.1	97	.
CCc1nnc(NC(=O)CSc2nnc(-c3ccccc3O)n2-c2ccc(C)cc2)s1	94	1	19	93	93	94	3	95	0.3	93	.
O=C(CCCCl)Oc1ccc2cc(-c3ccc4ccccc4n3)c(=O)oc2c1	103	-2	13	103	103	105	11	100	-0.5	104	14
CCN1CCN(c2ccc(NC(=O)c3cccc(OCc4ccccc4)c3)cc2)CC1	109	3	8	104	105	112	11	107	0.4	108	-19
CN(CCc1ccccn1)C(=O)CN(C)S(=O)(=O)c1ccc2c(c1)c(=O)n(C)c(=O)n2C	97	0	17	98	95	94	9	99	0.1	95	.
c1ccc(Cn2c(SCCN3CCOCC3)nnc2-c2cccnc2)cc1	101	0	10	101	101	104	36	100	0.0	101	.
COc1ccccc1/C=N/NC(=O)c1ccc(N(C)S(=O)(=O)c2ccccc2)cc1	102	3	10	101	99	109	9	101	2.4	101	-2
